tuberculosis growth: growth inhibition of non-replicating M. tuberculosis (AID 488890) | Mycobacterium tuberculosis non-replicating, growth inhibition; higher % means a stronger effect | inhibition, % at 25 µM, or IC50 in µM where a hit was titrated | 0.39% of 320,000 active; in the data active = a potency from the dose series; inconclusive = inhibition mostly from about 82% at the one dose, without a potency; inactive = the rest, 99 in 100 with inhibition below about 76%;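 also: plate controls were DMSO cells for no effect and high antibiotic wells for full effect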
influenza NS1A: H1N1 influenza NS1A inhibitors, functional cell based assay (AID 504329) | NS1A functional cell-based assay, percent inhibition; higher % means a stronger effect | inhibition, % at 12.5 µM; hits with a dose series show IC50 in µM | 0.3% of 340,000 active; in the data active = a potency from the dose series; inconclusive = inhibition above about 27% without an active follow-up result; also: strong numbers were not always called active
inhibitors of VEEV: inhibitors of VEEV TC-83 cytopathic effect, confirmation, Vero cells (AID 588727) | Vero cells, VEEV TC-83 cytopathic effect inhibition; higher % means a stronger effect | inhibition, % at 20 µM, or IC50 in µM where a hit was titrated | 0.13% of 350,000 active; in the data active = a potency from the dose series; inconclusive = inhibition mostly from about 14% at the one dose, without a potency; inactive = the rest, 99 in 100 with inhibition below about 12%; also: strong numbers were not always called active
PhoP GFP inhibition: PhoP regulon inhibitors, Salmonella typhi PhoP promoter GFP reporter, confirmatory (AID 1850). Salmonella Typhi PhoP-promoter GFP reporter, fluorescence, 4 h; higher % means a stronger effect. inhibition, % at 50 µM; hits with a dose series show IC50 in µM. 0.33% of 310,000 active; in the data active = a potency from the dose series; inconclusive = inhibition mostly from about 25% at the one dose, without a potency; inactive = the rest, 99 in 100 with inhibition below about 19%;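 also: 0% = induced wells with vehicle and 100% = uninduced wells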
H37Rv inhibition: M. tuberculosis growth inhibition, HTS (AID 449762); 0.59% of 330,000 active; M. tuberculosis H37Rv growth inhibition, 7H9 media; higher % means a stronger effect; inhibition, % at 25 µM, or IC50 in µM where a hit was titrated; in the data active = a potency from the dose series; inconclusive = inhibition above about 70% without an active follow-up result;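 also: bacterial growth assessed after seven days of incubation; strong numbers were not always called active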
inhibitors of VEEV 10K pilot screen: second read-out of inhibitors of VEEV, no call of its own (marks repeat the call); inhibition, %; measured here: 10K pilot screen inhibition
Active calls of the source: *; i = inactive; ? = inconclusive; nt = not tested or not shown.

Sample of the layout, five compounds:
SMILES	tuberculosis growth	influenza NS1A	inhibitors of VEEV	PhoP GFP inhibition	H37Rv inhibition	others
COc1ccc(/C=C/C(=O)OCC(=O)Nc2c(C)cccc2C)cc1	29%	-5%	0.9%	6%	1%
CCOc1ccc(NC(=O)CN(C)C(=O)c2cccc(S(=O)(=O)N3CCN(C)CC3)c2)cc1OCC	nt	-6%	2.5%	nt	nt
NC(=O)c1cc([N+](=O)[O-])c(Cl)cc1NCc1ccccn1	21%	0%	1.7%	4%	-6%
Cn1nc(C(=O)OCC(=O)Nc2sccc2C(N)=O)c2ccccc2c1=O	-4%	-9%	i	1%	2%
CC(C)(NC(=O)NC(CO)c1ccccc1)c1cccc(C(C)(C)NC(=O)NC(CO)c2ccccc2)c1 (stereo not given)	41%	3%	0.5%	-2%	3%

This part in full, repeating the preview:
SMILES	tuberculosis growth	influenza NS1A	inhibitors of VEEV	PhoP GFP inhibition	H37Rv inhibition	others
COc1ccc(/C=C/C(=O)OCC(=O)Nc2c(C)cccc2C)cc1	29%	-5%	0.9%	6%	1%
CCOc1ccc(NC(=O)CN(C)C(=O)c2cccc(S(=O)(=O)N3CCN(C)CC3)c2)cc1OCC	nt	-6%	2.5%	nt	nt
NC(=O)c1cc([N+](=O)[O-])c(Cl)cc1NCc1ccccn1	21%	0%	1.7%	4%	-6%
Cn1nc(C(=O)OCC(=O)Nc2sccc2C(N)=O)c2ccccc2c1=O	-4%	-9%	i	1%	2%
CC(C)(NC(=O)NC(CO)c1ccccc1)c1cccc(C(C)(C)NC(=O)NC(CO)c2ccccc2)c1 (stereo not given)	41%	3%	0.5%	-2%	3%
Cc1cc(=O)oc2c(CN3CCCC3)c(O)ccc12	-2%	-16%	i	-2%	8%
O=c1oc2ccccc2c2c1ncn2CCN1CCOCC1	1%	-2%	i	-11%	4%
Cc1cccc(CN2C(=O)/C(=C\c3ccc(C(=O)NCCCN4CCN(C)CC4)cc3)Oc3ccccc32)c1	?	-11%	1.3%	4%	?
COc1cccc(C(=O)Nc2ccc3c(c2)n(C)c(=O)n3C)c1	17%	27%	i	-7%	-11%
CN(C(=O)COC(=O)c1c[nH]c(=O)[nH]c1=O)C1CCCCC1	-13%	0%	i	-5%	-8%
O=C(/C=C/c1cccc(Cl)c1)c1nc2ccccc2[nH]1	?	13%	>25µM*	16%	?
COCCn1c(SCC(=O)Nc2cccnc2Cl)nc2ccccc2c1=O	-3%	-10%	i	nt	-2%
O=C(NCc1cccs1)C1CCC(=O)N1C1CCCCC1 (stereo not given)	9%	-1%	0.1%	-19%	7%
COc1cc(C(=O)OCc2ccc([N+](=O)[O-])cc2)cc(OC)c1OC	-17%	6%	i	-7%	3%
O=C(O)c1ccc(CNC(=O)C23CC4CC(CC(C4)C2)C3)cc1	2%	5%	1.4%	6%	4%
C=CC[N+](C)(C)c1ccc(CCC(=O)CCc2ccc([N+](C)(C)CC=C)cc2)cc1	9%	-6%	1.0%	17%	-4%
COc1ccc(N2CCN(C(=O)CSc3nnc(-c4cccnc4)n3-c3ccccc3)CC2)cc1	-9%	20%	1.0%	4%	-5%
CCc1ccc(CN(C)C(=O)CCc2nnc(CCc3cccc(OC)c3)o2)nc1	9%	-3%	0.0%	-6%	3%
Cc1ccc(NC(=O)CSC2=C(C#N)C(c3ccco3)CC(=O)N2)cc1 (stereo not given)	13%	-18%	1.4%	-7%	-7%
COc1cc(-c2nnc(SCC(=O)N(C)C3CCS(=O)(=O)C3)o2)cc(OC)c1OC (stereo not given)	-9%	3%	0.4%	4%	2%
COc1cc(C2C(C#N)=C(C)NC3=C2C(=O)CC(C)(C)C3)ccc1OCCO (stereo not given)	4%	10%	1.8%	3%	4%
COc1ncnc2c1NC(=O)CS2	6%	-5%	0.6%	10%	-6%
CC1CN(Cc2ccccc2)c2nc3c(c(=O)n(CC(N)=O)c(=O)n3C)n2C1 (stereo not given)	2%	15%	0.5%	4%	-4%
NC(=O)N/N=C/c1sc(N2CCCCC2)nc1-c1cccs1	12%	2%	1.0%	6%	6%
CCC(C)NC(=O)N1c2ccccc2Sc2ccccc21 (stereo not given)	25%	-2%	0.2%	2%	48%
Cc1cc(N)ccc1S(C)(=O)=O	1%	-4%	0.5%	-12%	-4%
COC(=O)C(Cc1ccccc1)N1CCS(=O)(=O)CC1 (stereo not given)	5%	6%	i	9%	-1%
COc1cccc(C(=O)Nc2ccccc2N2CCCC2)c1	25%	-4%	2.2%	12%	-8%
COc1ccccc1NC(=O)COC(=O)C1CCCC1	42%	1%	0.7%	nt	8%
Cc1oc(-c2ccccc2F)nc1CS(=O)CC(=O)NCc1ccccn1 (stereo not given)	-6%	4%	0.2%	5%	-3%
Cc1ccccc1-n1nc2c(c1NC(=O)c1ccc(Br)o1)CSC2	14%	4%	1.4%	-13%	-8%
COc1ccc(-c2c(C)oc3c(CN4CCOCC4)c(O)ccc3c2=O)cc1	0%	-10%	0.5%	-1%	3%
C(=N\n1cnnc1)/c1cn(Cc2ccccc2)c2ccccc12	17%	-8%	3.2%	-7%	4%
COc1cc(OC)cc(-c2nnc(NC(=O)CCS(=O)(=O)c3ccc(F)cc3)o2)c1	?	6%	9.4%	9%	25%
CC(=O)Nc1ccccc1NC(=O)COc1cccc2ccccc12	7%	13%	2.7%	-11%	-2%
CC(=O)N1CCN(c2ccccc2NC(=O)c2cc3ccccc3o2)CC1	15%	1%	6.8%	21%	4%
COc1ccc(CN(CC2CCC(C(=O)O)CC2)C(=S)Nc2ccccc2OC)cc1 (stereo not given)	-3%	-4%	0.5%	-2%	2%
COC(=O)C1=C(C)NC(C)=C(C(=O)OC)C1c1ccc(NC(C)=O)cc1	-4%	-8%	i	-4%	-14%
Cc1c(Cl)cccc1NC(=S)N1CCN(Cc2ccc3c(c2)OCO3)CC1	-24%	-4%	1.1%	1%	4%
COc1ccc(S(=O)(=O)N(C)C)cc1NC(=O)CSc1nc(N)cc(N)n1	4%	-13%	1.7%	-12%	2%
Cc1ccc(C)c(Cn2cnc3c(nnn3-c3ccc(F)cc3)c2=O)c1	16%	-7%	4.9%	-10%	-1%
CC1(C)CC(=O)c2sc(NC(=O)c3cccs3)nc2C1	-6%	10%	6.3%	-9%	-13%
Cc1cc(C(=O)CSc2nc3ccc(Cl)cc3[nH]2)c(C)n1CC1CCCO1 (stereo not given)	11%	-3%	7.7%	5%	-2%
CCCC(=O)Nc1cnc(NC(=O)c2cccc(F)c2)cc1C	-8%	6%	i	16%	-3%
COCCn1nnnc1C(c1ccccc1OC)N1CCc2ccccc2C1 (stereo not given)	24%	1%	0.4%	-8%	2%
CN(CC(=O)Nc1ccc(OC(F)(F)F)cc1)C(=O)Cc1cccs1	42%	-10%	0.6%	nt	-13%
C[C@@H](N)C(=O)NC[C@H]1CC[C@H](C(=O)N[C@@H](Cc2ccccc2)C(=O)O)CC1	-4%	-3%	i	9%	2%
O=C(c1ccc(C(F)(F)F)cc1)N1CCC(=O)N(C(COCc2ccc(Cl)cc2)Cc2ccccc2)CC1 (stereo not given)	26%	6%	1.9%	0%	-1%	inhibitors of VEEV 10K pilot screen=1.0
CC1CCCC(NC(=O)COC(=O)COc2ccc(C#N)cc2)C1C (stereo not given)	6%	8%	0.7%	nt	4%
N/C(Cc1ccc([N+](=O)[O-])cc1)=N\OC(=O)c1ccc(Br)o1	79%	-13%	i	6%	5%
(next part)
SMILES	tuberculosis growth	influenza NS1A	inhibitors of VEEV	PhoP GFP inhibition	H37Rv inhibition	others
CCOC(=O)c1oc2ccc3c(c2c1C)C(=O)CC1(CCN(C(=O)OCC)CC1)O3	-1%	5%	5.1%	5%	-9%
C=CCN1CN(Cc2ccco2)CNC1=S	-17%	4%	0.6%	10%	-10%
CCOC(=O)c1c(-c2ccc(C)cc2)csc1NC(=O)C1CC=CCC1C(=O)O (stereo not given)	-7%	2%	4.2%	-5%	0%
O=C(CN1C(=O)C2C3CCC(C3)C2C1=O)OCC(=O)c1ccc(Br)cc1 (stereo not given)	25%	15%	3.0%	-5%	-14%
Clc1ccc(CNCC2CCCO2)c(Cl)c1 (stereo not given)	-18%	nt	i	2%	-8%
N#CC1=C(N)OC2=C(C(=O)CCC2)C1c1cccs1 (stereo not given)	-5%	-3%	0.1%	3%	-7%
CCCC(=O)c1ccc(N2CCN(C(=O)c3ccccc3Br)CC2)c(F)c1	49%	2%	0.9%	-5%	17%
COc1c2ccc(OCC/C(C)=C/C(=O)C=C(C)C)cc2nc2occc12	56%	4%	6.9%	nt	-5%	inhibitors of VEEV 10K pilot screen=0.1
COc1cccc(NC(=O)C2CCCN2C(=O)Nc2cccc(F)c2)c1 (stereo not given)	0%	-13%	i	9%	0%
COc1ccccc1N1CCN(c2cc(C)nc3nc(C)nn23)CC1	-6%	-4%	0.5%	5%	4%
COc1ccc(C(=O)OCC(=O)Nc2ccccc2)cc1[N+](=O)[O-]	24%	1%	0.3%	4%	4%
CCCCCCn1c(SCC(=O)c2ccccc2)nc2c1c(=O)[nH]c(=O)n2C	-12%	19%	7.2%	-1%	-6%
COc1ccc(S(=O)(=O)NCCCn2ccnc2)cc1C(C)(C)C	10%	0%	i	-3%	0%
Cc1cc2ncc(C(=O)Nc3ccccc3)c(C)n2n1	6%	-1%	0.3%	-17%	3%
CCCn1c(C)cc(/C=C(\C#N)C(=O)OCC(=O)N(C)c2c(N)n(Cc3ccccc3)c(=O)[nH]c2=O)c1C	16%	3%	3.7%	3%	2%
Cc1nn2c(NCc3ccccn3)cc(C(C)C)nc2c1-c1ccccc1	1.4µM*	-24%	5.8%	1%	2.3µM*
COc1ccc(S(=O)(=O)N2CCCN(CC(=O)Nc3ccccc3F)CC2)cc1	3%	2%	1.9%	-4%	7%
COCCn1c(Cc2ccccc2)nnc1SCC(=O)N(C)C	0%	2%	i	-14%	-11%

Molecules shown so far that contain an aryl thioether with sulfur outside any ring (7):
SMILES	tuberculosis growth	influenza NS1A	inhibitors of VEEV	PhoP GFP inhibition	H37Rv inhibition	others
COCCn1c(SCC(=O)Nc2cccnc2Cl)nc2ccccc2c1=O	-3%	-10%	i	nt	-2%
COc1ccc(N2CCN(C(=O)CSc3nnc(-c4cccnc4)n3-c3ccccc3)CC2)cc1	-9%	20%	1.0%	4%	-5%
COc1cc(-c2nnc(SCC(=O)N(C)C3CCS(=O)(=O)C3)o2)cc(OC)c1OC (stereo not given)	-9%	3%	0.4%	4%	2%
COc1ccc(S(=O)(=O)N(C)C)cc1NC(=O)CSc1nc(N)cc(N)n1	4%	-13%	1.7%	-12%	2%
Cc1cc(C(=O)CSc2nc3ccc(Cl)cc3[nH]2)c(C)n1CC1CCCO1 (stereo not given)	11%	-3%	7.7%	5%	-2%
CCCCCCn1c(SCC(=O)c2ccccc2)nc2c1c(=O)[nH]c(=O)n2C	-12%	19%	7.2%	-1%	-6%
COCCn1c(Cc2ccccc2)nnc1SCC(=O)N(C)C	0%	2%	i	-14%	-11%
